# IP6K1 inhibitor: Primary qHTS assay for small molecule inhibitors of Inositol hexaphosphate kinase 1 (IP6K1); activity change, % (series mostly up to about 58 µM); Inositol hexakisphosphate kinase 1 (Homo sapiens), Q92551; hit rate 0.81% among 140,000; AID 1645851, 2021; IP6K1 kinase, ADP-Glo luminescence, 2 h; stronger effect = lower value; in the data active = activity change below about -25%
# Target sequence (Q92551 whole entry, looked up): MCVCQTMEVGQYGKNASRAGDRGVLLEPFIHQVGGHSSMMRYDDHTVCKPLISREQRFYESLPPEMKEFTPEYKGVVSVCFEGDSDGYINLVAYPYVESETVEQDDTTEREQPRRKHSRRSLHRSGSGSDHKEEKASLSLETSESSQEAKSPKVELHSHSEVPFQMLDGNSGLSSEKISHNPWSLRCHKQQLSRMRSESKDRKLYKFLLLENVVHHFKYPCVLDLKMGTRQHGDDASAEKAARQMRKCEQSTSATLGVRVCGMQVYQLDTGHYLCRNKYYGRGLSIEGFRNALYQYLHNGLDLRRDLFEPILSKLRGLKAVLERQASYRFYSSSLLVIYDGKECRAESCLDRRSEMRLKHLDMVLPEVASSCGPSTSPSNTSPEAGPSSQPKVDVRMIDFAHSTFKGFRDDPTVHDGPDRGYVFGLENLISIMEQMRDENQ
#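 ADP-Glo luminescence measures ADP made by human IP6K1 during a 2 h RT reaction with ATP/IP6 (mix at 1.3 mM/130 uM); top library doses 57.5 and 19.1 uM final.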
# Luciferase inh: Firefly luciferase inhibition profiling of diverse chemical library using quantitative high-throughput screening; Luciferin 4-monooxygenase (Photinus pyralis), P08659; purified P. pyralis luciferase, luminescence, biochemical; Potency, µM (top dose mostly 115 µM), for inactives: at the highest dose activity change, negative = inhibition, most hits filed as inhibitors; hit rate 2.5% among 76,000; AID 1347043, 2019; also: potency is read from the fitted curve at half-maximal effect; nearly all actives have a fitted effect of over 65% in size
# Target sequence (P08659 whole entry, looked up): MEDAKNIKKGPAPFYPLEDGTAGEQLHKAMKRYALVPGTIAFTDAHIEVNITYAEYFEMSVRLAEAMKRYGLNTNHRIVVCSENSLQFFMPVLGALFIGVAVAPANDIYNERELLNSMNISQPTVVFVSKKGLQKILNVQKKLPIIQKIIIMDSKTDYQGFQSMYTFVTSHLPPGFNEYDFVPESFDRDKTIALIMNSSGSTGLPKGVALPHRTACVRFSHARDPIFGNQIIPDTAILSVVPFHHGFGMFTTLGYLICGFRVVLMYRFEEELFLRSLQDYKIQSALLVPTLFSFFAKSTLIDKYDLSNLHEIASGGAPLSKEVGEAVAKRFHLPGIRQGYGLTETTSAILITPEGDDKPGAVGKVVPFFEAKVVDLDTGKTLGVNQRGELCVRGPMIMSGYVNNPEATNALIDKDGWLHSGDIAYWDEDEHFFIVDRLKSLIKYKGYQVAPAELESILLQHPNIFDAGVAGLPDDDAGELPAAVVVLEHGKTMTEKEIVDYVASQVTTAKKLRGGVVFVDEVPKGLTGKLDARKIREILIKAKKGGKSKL
#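 FLuc 10nM, D-luciferin 10uM, ATP 10uM, Mg acetate 10mM, Tris acetate pH 7.5, Tween/BSA; cpd qHTS; enzyme added last; CCD luminescence.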
# GPT2 inh: Primary qHTS assay for inhibitors of Glutamate pyruvate transaminase 2 (GPT2); Alanine aminotransferase 2 (Homo sapiens), Q8TD30; Recombinant GPT2, coupled pyruvate oxidase/HRP Amplex Red fluorescence; Potency, µM (top dose mostly 57.7 µM), without a hit: at the highest dose activity change, negative = inhibition, hits mostly inhibitors; hit rate 0.25% among 100,000; AID 1671188, 2021; also: potency is read from the fitted curve at half-maximal effect; nearly all actives have a fitted effect of over 60% in size; many of its hits are not listed in these tables
#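 Recombinant GPT2 (10ng/uL) with 250uM a-KG and 2mM L-alanine, 30 min at room temperature, in HEPES pH 7.5 buffer. Pyruvate detected by pyruvate oxidase/HRP/Amplex Red fluorescence after 30 min in the dark; AOA (50uM) as positive control.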
# HEK293 viab: GF-AFC viability counterscreen for inhibitors of alpha-synuclein gene (SNCA) expression; AID 1671193, 2021; hit rate 0.12% among 150,000; Potency, µM (highest dose often 57.1 µM), without a hit: at the top dose activity change, negative = cytotoxicity, most hits filed as cytotoxic; HEK-293-SNCA-luc viability, GF-AFC fluorescence, 24 h;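 also: potency is read from the fitted curve at half-maximal effect; 0% = DMSO-treated cells and -100% = medium-only wells without cells; nearly all actives have a fitted effect of over 30% in size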
#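 Cytotoxicity counterscreen: after 24 h compound treatment of genome-edited SNCA-luciferase HEK-293 cells, live-cell protease substrate GF-AFC read by fluorescence after 30 min; activity scaled between DMSO (0%) and medium-only (-100%), curves Hill-fitted.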
# SNCA expr inh: Primary qHTS assay for inhibitors of alpha-synuclein gene (SNCA) expression; HEK-293 SNCA-luciferase knock-in, luminescence, 24 h; Potency, µM (doses to about 57.2 µM), for inactives: at the top dose activity change, negative = inhibition, hits mostly inhibitors; hit rate 0.17% among 140,000; AID 1671194, 2021;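 also: potency is read from the fitted curve at half-maximal effect; plate controls were DMSO cells for no effect and cell-free wells for full effect; nearly all actives have a fitted effect of over 45% in size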
# HEK293 tox: Cytotoxic Profiling in HEK 293 Cell Line of Diverse Libraries Using Quantitative High-Throughput Screening; HEK 293 viability, ATP luminescence (CellTiter-Glo), 48-72 h; AID 1345083, 2018; Potency, µM (series often up to 115 µM), for the others: at the highest dose activity change, negative = cytotoxicity, actives largely listed as inhibitors; hit rate 6.6% among 94,000; also: potency is read from the fitted curve at half-maximal effect; nearly all actives have a fitted effect of over 60% in size
#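 HEK 293 cells seeded at 250 cells/well were exposed to compound for 48 or 72 hr at 37 degree Celsius. Viability taken as ATP content by CellTiter-Glo luminescence.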
# 3T3 cytotox: Cytotoxic Profiling in NIH 3T3 Cell Line of Diverse Libraries Using Quantitative High-Throughput Screening; NIH 3T3 viability, CellTiter-Glo ATP luminescence, 48-72 h; hit rate 4.3% among 94,000; Potency, µM (top dose mostly 96.7 µM), without a hit: at the highest dose activity change, negative = cytotoxicity, most hits filed as inhibitors; also: potency is read from the fitted curve at half-maximal effect; nearly all actives have a fitted effect of over 55% in size
#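 ATP-dependent luminescence (CellTiter-Glo) served as the viability signal for NIH 3T3 cells treated with compound for 48 or 72 hr at 37 °C.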
# Numbers without * were called inactive; i = inactive; u = inconclusive; x = not tested or not shown; [ ] = another dose, or the depositor's remark. Unless noted, calls follow the shape of the dose curve; as a rule, active = well fitted curve in the direction sought with a large enough effect; inconclusive = small, poorly fitted or top-dose-only effect, or another doubt; inactive = no such curve, though single readings can be large; an effect the other way counts as inactive or inconclusive. Unless noted, % is scaled to controls: 0 for no effect and ±100 for the full control effect. Rows are unselected (roughly 7.7% active in at least one column).
Molecule	IP6K1 inhibitor	Luciferase inh	GPT2 inh	HEK293 viab	SNCA expr inh	HEK293 tox	3T3 cytotox
Cc1cc(C(=O)NC2CC2)c2c(C3CCNCC3)noc2n1	14	x	0%	6%	-3%	-2%	-5%
COc1cccc(NC(=O)Cn2c(=O)n(-c3ccc(CC(=O)NCC4CCCO4)cc3)c(=O)c3ccccc32)c1 (centres undefined)	-3	x	x	u	-9%	x	x
COc1ccc(NC(=O)CCNS(=O)(=O)c2cccc3nsnc23)cc1OC	25	x	x	-2%	-10%	x	x
COC1C(=O)N(c2cccc(F)c2)C12CCN(C(=O)c1cc3ccccc3[nH]1)CC2 (centres undefined)	-3	u	i	-13%	42%[activator]	32µM*	u
CC1CCN(C(=O)c2cc(-c3ccc(Cl)cc3)on2)CC1	-13	x	x	7%	196%[activator]	x	x
COCCNC(=O)C1CCN(c2nc3ccccc3nc2C(F)(F)F)CC1	0	x	x	0%	u	x	x
O=C(Cc1c[nH]c2ccccc12)N1CCN(C(=O)N2CC3CC(C2)[C@H]2CCCC(=O)N2C3)CC1 (some centres undefined)	-1	7%	2%	-4%	3%	22%	-2%
COCc1ccc(C(=O)NCC2COc3c(cccc3OC)C2)s1 (centres undefined)	2	u	i[11.5 µM]	0%	9%	-5%	0%
COCCCN(CCC(=O)NCCC(C)C)C(=O)c1cc(C)oc1C	15	0%	2%	4%	-20%	u	-3%
COCCOc1ccc2c(n1)CCN(C(=O)c1cccc(OC)c1OC)C2	10	-3%	i	4%[12.5 µM]	-12%	8%	3%
Clc1cccc(CSc2nc(NCCc3ccccc3)c3ccccc3n2)c1	-6	x	x	24%	23%	x	x
COc1cccc(-c2noc(N3CCCC3)n2)c1OC	1	u	-8%	3%	73%[activator]	0%	3%
CCCC(O)CN1CCC(=O)N(Cc2ccccc2)Cc2cc(F)ccc21 (centres undefined)	-10	x	x	x	x	79µM*	u
O=C(NCCc1nc(-c2cccnc2)n[nH]1)C1CCC(=O)N(C2CCCC2)C1 (centres undefined)	2	4%	i	6%	24%	1%	2%
Cc1ccc(-n2nc3c(=O)n(CCCC(=O)NCc4ccccc4C)nc(C)c3c2C)cc1	41	x	x	4%	22%	x	x
O=S(=O)(NCC(c1ccco1)N1CCOCC1)c1ccc(Cl)cc1 (centres undefined)	18	x	x	5%	-16%	x	x
N#CCC(=O)NN	11	x	5%	4%[23.9 µM]	18%[25.6 µM]	x	x
O=C(O)COc1ccc(-c2nccc3c2C(=O)N(Cc2c[nH]c4ccccc24)CC(CNC(=O)Cc2ccc(Cl)cc2)O3)cc1 (centres undefined)	2	13%	i	-1%	-9%	-1%	u
Cn1nnnc1C1CCCN(C(=O)C2CC2)C1 (centres undefined)	-6	0%	i	3%	11%	-1%	-8%
Cc1noc([C@H]2CCN(C(=O)NCc3ccccc3)C[C@H]2NC(=O)C2CC2)n1	45	4%	-14%	-14%	4%	0%	i
O=C(NC1CCCN(c2ccc3nnc(C4CC4)n3n2)C1)C1CCCC1 (centres undefined)	15	x	x	x	x	-17%[172 µM]	u
C=C1CCC2C(OC(=O)C2(O)COC(C)=O)C2C(=C)C(O)CC12 (centres undefined)	7	x	u	-5%	x	x	x
Cc1nn(C)cc1CN(C)C(=O)c1cc(-c2ccccc2)nc2ccc(Br)cc12	8	x	x	u	34%[activator]	x	x
COc1ccc(C(=O)NC2CCN(c3ccc(=O)n(C)n3)CC2)cn1	-10	1%	i	-14%	-12%	-2%	u
O=C(C1CCOCC1)N1CCC(c2nc(C3CCOCC3)no2)CC1	4	-1%	i	2%	-18%	3%	-6%
C=CCc1ccccc1OCC(O)CNC(C)C (centres undefined)	-6	x	u	-11%	3%	x	x
Cc1cccc(OCCSc2nc3ccccc3n2CC(=O)N2CCOCC2)c1C	16	x	x	u	47%[activator]	x	x
COc1ccc(F)cc1-c1ccc(CN2CCC(N[S+](=O)([O-])c3ccccc3)C2)cc1 (centres undefined)	26	x	x	x	x	45µM*	u
COc1ccccc1-c1[nH]nc2ncc(CN(C)Cc3ccccc3)nc12	10	-9%[172 µM]	1%[88.5 µM]	-9%[87.6 µM]	-28%[87.6 µM]	u	u
O=C(O)CCCC(=O)N1Cc2ccccc2CC2(CCCN2CC2CCCCC2)C1 (centres undefined)	-10	x	i	6%	-3%	0%	4%
CC1(C)CCCC2(C)C1C(O)C=C(CO)C2(O)CO (centres undefined)	-1	x	i	-9%	x	x	x
O=C(CCc1ccccc1)N1CCCN(c2cc(-c3ccc(Cl)cc3)[nH]n2)CC1	3	-1%	u	-7%	3%	u	u
CCOCCc1nnc(NC(=O)C(=O)c2cc(C)n(-c3cccc(C)c3)c2C)s1	4	x	x	-10%	48%[activator]	x	x
Cc1ccc(CN(C)C(=O)c2coc(COc3ccc4c(c3)OCO4)n2)o1	6	-6%	u	7%	29%	u	u
CC1=C(C(=O)Nc2ccc(C)cc2C)C(c2sccc2C)n2ncnc2N1 (centres undefined)	-4	x	x	5%	4%	x	x
CCOC(=O)c1c(NC(=O)C(C)Sc2cn(CCNC(=O)c3ccc(OC)cc3)c3ccccc23)sc2c1CCC2 (centres undefined)	16	x	x	-2%	71%[activator]	x	x
CCOC(=O)c1ccc(N2C(=O)c3[nH]nc(-c4ccc(OC)cc4)c3C2c2ccccc2Cl)cc1 (centres undefined)	-3	x	x	-10%	-3%	x	x
CC(C)(Oc1nn(CC2CCOCC2)c2ccccc12)C(=O)Nc1cccnc1	-3	4%[172 µM]	-8%[88.5 µM]	-5%[87.6 µM]	4%[87.6 µM]	u	-16%[138 µM]
COc1cc2ncnc(N3CC4CCC(C3)N4CC(F)(F)F)c2cc1OC	28	x	-7%	-3%	17%	-7%	u
COC(=O)[C@@H](Cc1c[nH]c2ccccc12)NC(=O)[C@H]1CNCCN1S(=O)(=O)c1ccccc1	8	10%	-17%	-2%	-5%	-15%	-13%
COc1ccc(CCNC(=O)Cn2cc(S(=O)(=O)Cc3ccc(F)cc3)c3ccccc32)cc1OC	15	x	x	u	-9%	x	x
COc1ccccc1-c1ccc(C(=O)N2CCC(C(=O)NC(C)C)CC2)cc1	18	x	-8%	7%[12.5 µM]	2%	u	u
COc1cccc([S+](=O)([O-])N2CCC3(C2)C(=NC2CCCCC2)NC(=O)N3c2cc(F)cc(F)c2)c1 (centres undefined)	-9	x	i	-12%	-20%	-10%	-12%
Nc1cccc2c(N)cccc12	-11	x	u	56%	-20%	x	x
Cc1ccc(-c2noc(-c3nnn(CC(=O)Nc4ccc(C)c(Cl)c4)c3N)n2)cc1	-9	x	x	5%	-6%	x	x

# 2 entries picked at random from those above, as already listed:
Molecule	IP6K1 inhibitor	Luciferase inh	GPT2 inh	HEK293 viab	SNCA expr inh	HEK293 tox	3T3 cytotox
COc1ccc(CCNC(=O)Cn2cc(S(=O)(=O)Cc3ccc(F)cc3)c3ccccc32)cc1OC	15	x	x	u	-9%	x	x
O=C(O)COc1ccc(-c2nccc3c2C(=O)N(Cc2c[nH]c4ccccc24)CC(CNC(=O)Cc2ccc(Cl)cc2)O3)cc1 (centres undefined)	2	13%	i	-1%	-9%	-1%	u

# The list goes on.
Molecule	IP6K1 inhibitor	Luciferase inh	GPT2 inh	HEK293 viab	SNCA expr inh	HEK293 tox	3T3 cytotox
COc1ccc2oc(=O)c(C(=O)N3CCN(c4ccc(C)cc4)CC3)cc2c1	6	x	x	-6%	13%	x	x
CC(=O)c1ccc(NC(=O)Cn2ccn3nc(-c4ccccc4)c(CO)c3c2=O)cc1	19	-9%	i	4%	-20%	9%	i
O=C(NC1CC1)c1nc(-c2cc(Cl)cc(Cl)c2)c2ccccn12	-6	-8%[172 µM]	-3%[88.5 µM]	7%[87.6 µM]	11%[87.6 µM]	u	-12%[138 µM]
CCCC(O)CN1CCC(=O)N(C)Cc2cc(F)ccc21 (centres undefined)	5	x	x	x	x	u	-11%
O=C(Nc1cccc(C(F)(F)F)c1)N1CC2CCCN2c2ccccc21 (centres undefined)	-3	x	x	-13%	-24%	x	x
Cc1nc(CN2CC3(CCN(C)C3)c3cc(C(=O)Nc4ccc(F)cc4)ccc32)cs1 (centres undefined)	-13	u	i	1%[87.6 µM]	48%[activator][87.6 µM]	u	u
Cc1ccccc1-c1ccc2c(n1)CN(CCOc1ccccc1)C(=O)CO2	-11	-1%[172 µM]	u	-3%[87.6 µM]	-27%[87.6 µM]	u	u
CCc1ncc2c(N3CC4CCC(C3)N4CC(F)(F)F)nc3ccccc3n12	34	x	u	5%	0%	40µM*	u
N#Cc1cccc(NC(=O)c2cccc(CN3CCN(CCO)CC3)c2)c1	-13	7%	i	-1%	-1%	u	-7%
Cc1cc2nc3n(c(=O)c2n1CC(=O)Nc1cccc(C#N)c1)CCCCC3	10	2%	i	-12%	3%	u	u
COc1ccc(CCNC(=O)C2(c3cccs3)CCOCC2)cc1OC	-11	x	x	12%	-14%	x	x

# A section of the results above, as a working copy:
Molecule	IP6K1 inhibitor	Luciferase inh	GPT2 inh	HEK293 viab	SNCA expr inh	HEK293 tox	3T3 cytotox
Cc1nc(CN2CC3(CCN(C)C3)c3cc(C(=O)Nc4ccc(F)cc4)ccc32)cs1 (centres undefined)	-13	u	i	1%[87.6 µM]	48%[activator][87.6 µM]	u	u
Cc1ccccc1-c1ccc2c(n1)CN(CCOc1ccccc1)C(=O)CO2	-11	-1%[172 µM]	u	-3%[87.6 µM]	-27%[87.6 µM]	u	u
CCc1ncc2c(N3CC4CCC(C3)N4CC(F)(F)F)nc3ccccc3n12	34	x	u	5%	0%	40µM*	u
N#Cc1cccc(NC(=O)c2cccc(CN3CCN(CCO)CC3)c2)c1	-13	7%	i	-1%	-1%	u	-7%
Cc1cc2nc3n(c(=O)c2n1CC(=O)Nc1cccc(C#N)c1)CCCCC3	10	2%	i	-12%	3%	u	u
COc1ccc(CCNC(=O)C2(c3cccs3)CCOCC2)cc1OC	-11	x	x	12%	-14%	x	x

# Bioassay records deposited in PubChem by National Center for Advancing Translational Sciences (NCATS).
